TbHK1 inh: blocks Trypanosoma brucei hexokinase 1 activity; recombinant TbHK1, G6PDH-coupled NADH A340; inhibition, % at 10 µM; 220,000 compounds, 0.11% hits; AID 1430;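 active = inhibition of 50% or more in the single-dose primary screen; inactive = inhibition below 50%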
Hck Nef HTS: blocks Nef-activated human Hck kinase | 220,000 compounds, 0.68% hits | P08631 | Recombinant Hck-YEEI plus Nef, Z-Lyte FRET kinase assay | inhibition, % at 20 µM;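 active = Hck-Nef kinase inhibition above about 50%, limit read from the data; inactive = inhibition below that limit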;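 also: 0% = DMSO with Hck plus Nef and 100% = Hck alone without Nef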
Target sequence (P08631 whole entry, looked up): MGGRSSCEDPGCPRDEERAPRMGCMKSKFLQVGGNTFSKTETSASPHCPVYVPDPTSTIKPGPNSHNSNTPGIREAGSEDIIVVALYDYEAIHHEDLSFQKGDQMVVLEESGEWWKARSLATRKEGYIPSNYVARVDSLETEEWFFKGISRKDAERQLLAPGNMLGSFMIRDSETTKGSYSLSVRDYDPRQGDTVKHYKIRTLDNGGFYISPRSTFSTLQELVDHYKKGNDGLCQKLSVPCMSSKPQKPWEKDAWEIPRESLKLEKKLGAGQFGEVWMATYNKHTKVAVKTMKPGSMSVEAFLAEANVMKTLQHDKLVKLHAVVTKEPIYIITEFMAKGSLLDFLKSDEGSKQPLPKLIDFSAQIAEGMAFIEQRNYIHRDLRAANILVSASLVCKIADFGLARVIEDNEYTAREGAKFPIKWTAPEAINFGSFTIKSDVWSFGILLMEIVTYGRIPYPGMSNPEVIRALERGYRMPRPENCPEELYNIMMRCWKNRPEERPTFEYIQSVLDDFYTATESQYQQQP
EBV gp42 inh: EBV gp42 inhibition; Q1HVG2; Fluorescence polarization binding assay, mP read-out; inhibition, % (tested at 21.74 µM); 220,000 compounds, 0.42% hits; in the data active = inhibition above about 50%
NCF1 inh: inhibitors of human p47phox binding; 220,000 compounds, 0.53% hits; inhibition, % at 24.7 µM; P14598; p47phox/p22phox peptide binding, fluorescence polarization, 2 h;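 active = inhibition above about 30%, limit read from the data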;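 also: 0% = p47phox with labelled peptide and 100% = labelled peptide alone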
Runt-CBFb FRET: blocks binding of human RUNX1 Runt domain to CBFb | AID 1496 | inhibition, % at 20 µM | Cerulean-Runt/Venus-CBFb FRET ratio 530/480, 1 h | 220,000 compounds, 0.46% hits;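 active = inhibition over about 50% at 20 µM in the single-dose screen, limit read from the data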;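 also: 0% = DMSO wells and 100% = excess unlabeled CBFb competitor control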
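Measured by: fluorescence energy transfer, 422 nm excitation, 530/480 nm emission; test system: Cerulean-tagged RUNX1 Runt domain (FRET donor) fusion protein; buffer or medium: Tris pH 7.5 buffer with BSA; compound: one dose, 20 µM compound, 1% DMSO; times: two 1 h room-temperature incubations shielded from light; benchmarks: unlabeled CBFb 5 µM, positive control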
Runt-SMMHC FRET: inhibitors of human RUNX1 Runt domain binding to CBFb-SMMHC | Cerulean-Runt/Venus-CBFb-SMMHC FRET ratio 530/480, 1 h | inhibition, % at 20 µM | 220,000 compounds, 0.74% hits | AID 1434;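 active = mean inhibition across duplicate retests at 20 µM reaching about 50%, limit read from the data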;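 also: 0% = DMSO wells and 100% = wells with excess untagged CBFb-SMMHC; inhibitors lower the FRET ratio by blocking Runt binding to CBFb-SMMHC; some results filed as inactive read as strong as hits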
Mdm2 ligase inh: inhibitors of human Mdm2 E3 ubiquitin ligase; AID 1230; signal enhancement, % at 5 µM; 210,000 compounds, 0.11% hits; cell-based MDM2 ubiquitination luciferase reporter, 2 h; 0 = plate control, 100 = twice control, blank-subtracted;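 active = signal enhancement of 30% or more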;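 also: luminescence tracks abundance of the self-degrading MDM2-luciferase fusion protein; higher signal means inhibition of MDM2 E3 ligase activity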
Target sequence (Q00987 whole entry, looked up, the tested form may be a part): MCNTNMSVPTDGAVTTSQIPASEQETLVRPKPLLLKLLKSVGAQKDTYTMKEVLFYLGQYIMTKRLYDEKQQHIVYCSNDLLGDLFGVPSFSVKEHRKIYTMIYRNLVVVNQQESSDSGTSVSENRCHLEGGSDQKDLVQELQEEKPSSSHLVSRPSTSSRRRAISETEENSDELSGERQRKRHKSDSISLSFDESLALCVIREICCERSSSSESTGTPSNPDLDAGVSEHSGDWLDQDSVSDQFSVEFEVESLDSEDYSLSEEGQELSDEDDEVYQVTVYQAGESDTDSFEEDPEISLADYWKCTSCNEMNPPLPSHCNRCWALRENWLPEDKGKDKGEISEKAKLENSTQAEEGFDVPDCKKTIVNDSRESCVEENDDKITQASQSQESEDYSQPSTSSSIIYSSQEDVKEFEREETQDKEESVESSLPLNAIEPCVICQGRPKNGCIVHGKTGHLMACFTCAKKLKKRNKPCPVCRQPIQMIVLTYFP
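Assay system: stable mammalian line carrying autodegrading MDM2–luciferase fusion reporter; Input: 2000 cells in each well; Compound dosing: single-point 5 µM; Schedule: 2 h compound exposure at 37 °C; Signal: SteadyLite luciferase luminescence after 15 min room-temperature reagent incubation; Evaluation: % luminescence enhancement versus blank-corrected plate control mean; Benchmarks: plate controls and plate blanks.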
L929 necroptosis: blocks zVAD induced death of L929 cells; L929 zVAD necroptosis rescue, ATP luminescence, 24 h; with zVAD 60 µM; viability rescue, % at 10 µM; 220,000 compounds, 0.38% hits;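 active = activation, scaled between plate controls, above about 75%, limit read from the data; inactive = activation under that limit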;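 also: 0% = zVAD with DMSO and 100% = DMSO alone without zVAD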
14-3-3 Bad inh: disrupts binding of bovine 14-3-3 zeta to phospho-Bad peptide. AID 781. 220,000 compounds, 0.71% hits. P63103. inhibition, % at 21.7 µM. TR-FRET 14-3-3zeta/Dy647-pBad peptide displacement, 1 h;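 active = inhibition above about 70%, limit read from the data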;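 also: 0% = full 14-3-3 plus peptide FRET controls and 100% = background without 14-3-3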
* = called active by the depositor; nt = no result given; [ ] = dose if it differs, or a comment.

SMILES | TbHK1 inh | Hck Nef HTS | EBV gp42 inh | NCF1 inh | Runt-CBFb FRET | Runt-SMMHC FRET | Mdm2 ligase inh | L929 necroptosis | 14-3-3 Bad inh
Cc1ccc(C2CN=NC23CCc2ccccc2C3=O)cc1 (centres undefined) | 0 | -3 | -22 | -11 | 9 | -5 | -15 | 0.5 | -6[fluorescence artefact?]
c1ccc(-c2csc3ncnc(N4CCc5ccccc5C4)c23)cc1 | 6 | -23 | -31 | -25 | -1 | 0 | -1 | 1.6 | -8
Cc1cccc(NC(=O)CC2Nc3cccc4cccc(c34)NC2=O)c1 (centres undefined) | -12 | 1 | -12 | -15 | -4 | -33 | -7 | 1.7 | -7
CC(C)n1c(SCC(=O)N2CCN(C(=O)c3ccco3)CC2)nc2c1c(=O)n(C)c(=O)n2C | 4 | 25 | -7 | 3 | -1 | 1 | nt | -0.4 | -1
O=C(On1c(-c2ccccc2)nc2ccccc2c1=O)c1ccco1 | 0 | -1 | 5 | 17 | 2 | 4 | -11 | 0.3 | 48[fluorescence artefact?]
COc1ccc(CNS(=O)(=O)c2ccc3c(c2)CCN3C(=O)C2CC2)cc1 | -10 | 1 | -10 | 6 | 0 | 1 | -5 | -0.4 | 4
COc1ccccc1-c1nnc(NC(=O)c2ccc(S(=O)(=O)N(C)C)cc2)o1 | -6 | 1 | -11 | -10 | 6 | 2 | -4 | 1.0 | -9[fluorescence artefact?]
O=C(O)c1ccccc1SCC(=O)N1CCc2ccccc21 | -1 | 14 | -5 | -3 | 2 | -2 | 5 | 2.3 | -2
COc1cccc(-c2nc3n(n2)C(c2cccs2)C(C(=O)Nc2cccnc2)=C(C)N3)c1 (centres undefined) | -6 | -6 | -19 | -35 | 2 | -2 | -17 | 2.0 | -11
CCN(CC)CCNC(=O)c1ccc(NC(=O)c2ccc(F)cc2F)cc1 | -2 | 5 | -2 | nt | 0 | -6 | 2 | 0.3 | 1
Cc1ccc(C)c(NS(=O)(=O)c2cc(C(=O)N3CCCC3)ccc2Cl)c1 | -8 | 6 | 2 | -6 | 0 | -1 | -10 | -0.9 | -4
Cc1ccc(NC(=O)C2CCCCC2C(=O)O)cc1C (centres undefined) | -6 | 9 | 1 | -7 | -1 | 2 | -13 | -0.4 | -22
Cc1ccc(S(=O)(=O)N(C)CCCC(=O)Nc2ccc(F)cc2)cc1 | -5 | 19 | -6 | 2 | 1 | 0 | 1 | 0.5 | -14
CC(=O)Nc1ccc(S(=O)(=O)N2CCN(Cc3nc4sc(C)c(C)c4c(=O)[nH]3)CC2)cc1 | -6 | 31 | -9 | -23 | 2 | -4 | nt | 0.1 | 4
O=C(O)c1ccc2c(c1)C(=O)N(c1cccc(S(=O)(=O)Nc3cccc(C(F)(F)F)c3)c1)C2=O | -1 | 22 | 6 | -6 | -2 | -3 | -14 | 1.2 | 2
O=C(CC1NCCNC1=O)Nc1cccc([N+](=O)[O-])c1 (centres undefined) | -2 | 4 | 4 | 4 | 2 | 3 | -7 | 2.0 | 3
O=C(Nc1cccc(S(=O)(=O)N2CCOCC2)c1)C1CCCN(C(=O)c2ccc(Cl)cc2)C1 (centres undefined) | -14 | 13 | -23 | -11 | -1 | 3 | nt | -0.2 | -2
COc1ccccc1OCCn1c(=O)n(C)c2ccccc21 | 1 | -3 | -12 | -11 | 1 | -1 | -8 | 0.6 | -3
Cc1ccc(N2C(=O)CC(N3CCc4ccccc43)C2=O)cc1Cl (centres undefined) | 2 | -9 | -6 | -7 | 0 | -4 | 1 | 1.7 | -3
CCCCN(C(=O)c1cccc2c(=O)c(C)c(-c3ccccc3)oc12)c1ccccc1 | 3 | 7 | -10 | -13 | -7 | -6 | 7 | -0.8 | 11
CCOC(=O)C1=C(N)N2C(=O)C(C)SC2=C(C(=O)OCC)C1c1ccccc1 (centres undefined) | -1 | 3 | -15 | 2 | -4 | 0 | -4 | 0.6 | 9
Cc1cccc(C(=O)Nc2nnc(COc3ccccc3)s2)c1 | 5 | 11 | -11 | 4 | -2 | 3 | -5 | 0.2 | 5
O=C(NC(C(=O)N1CCCC1C(=O)O)=C1CCCCC1)c1ccccc1 (centres undefined) | 7 | -6 | -8 | 0 | 0 | -3 | -7 | -0.7 | 0
Cc1ccc2[nH]c(=O)c(CNC(C)(C)C)cc2c1 | -25 | 5 | -9 | -15 | 12 | -6 | -8 | 0.2 | -5
Nc1nnc(CSCc2ccc(F)cc2)s1 | -8 | 4 | -5 | -2 | 20 | 10 | -5 | 3.5 | 5[fluorescence artefact?]
Cc1nn2c(NCCCN(C)C)c3c(nc2c1-c1ccccc1)CCC3 | -14 | 0 | 6 | 24 | 0 | 2 | -19 | -0.9 | -7[fluorescence artefact?]
O=C(NCCOc1ccc(F)cc1)c1ccccc1SCc1ccccc1 | 8 | 5 | 2 | 6 | -3 | -1 | -7 | 0.8 | 6
CCCCNCC#CCOc1cc(C)ccc1C(C)C | 1 | 9 | -3 | -17 | 0 | -8 | -5 | -0.9 | 25
Cc1[nH]c(=O)cc2ccccc12 | 5 | 2 | -26 | -15 | 0 | 8 | nt | -0.3 | 9[fluorescence artefact?]
CC1=C(C(=O)Nc2ccccc2C)C(c2cccs2)NC(=S)N1 (centres undefined) | -1 | 6 | 11 | -14 | 2 | 0 | 9 | 2.1 | -29
CCc1ccccc1NC1=NCC(=O)N1Cc1ccccc1 | 9 | 3 | -9 | -6 | -2 | 0 | -11 | -0.3 | 1
CCNCc1ccccc1OCc1ccccc1 | -3 | -1 | -4 | -8 | 0 | 0 | -7 | 0.5 | -11
COC(=O)CCCC1=CC2=C(c3ccccc3)C(=O)C(C)(OC(=O)C3CCCC3)C(=O)C2=CN1CC1CC1 (centres undefined) | -10 | 29 | -7 | -15 | 5 | -18 | -8 | -0.8 | -3
CCOC(=O)C1CCCN(Cc2nc(Cc3ccccc3Cl)no2)C1 (centres undefined) | -6 | 0 | 3 | 1 | 0 | 1 | 0 | 0.4 | -11
O=C(COC(=O)c1cccs1)NCCN1C(=O)CSC1=O | 6 | 4 | -6 | -16 | -3 | 0 | -4 | 0.6 | -10
CC(=O)N1CCN(c2ccc(NC(=O)c3ccc(OCc4ccccc4)cc3)cc2)CC1 | -6 | 7 | -1 | 0 | -2 | -5 | 1 | 4.0 | -6
Cc1ccccc1-n1c(SCC(=O)NC(N)=O)nc2sc(-c3ccccc3)cc2c1=O | 8 | 5 | 1 | -28 | 1 | -5 | -3 | 0.2 | -20[fluorescence artefact?]
Cc1ccc(NC(=O)C(c2ccccc2)N(C)C)cc1Cl (centres undefined) | 1 | 24 | -15 | -9 | -2 | 1 | -13 | 5.4 | -8
C=CCN1C(=O)C(Cc2ccc(F)cc2)S/C1=N/N=C/c1ccco1 (centres undefined) | 1 | 1 | -3 | -1 | 0 | -2 | -7 | 0.5 | 6
COc1ccccc1N1CCN(C(=O)C2CCN(S(=O)(=O)c3ccccc3)CC2)CC1 | -15 | 0 | -24 | -11 | -1 | 5 | -14 | -0.6 | 8
COc1ccc(OC)c(/C=C/C(=O)OCC(=O)Nc2cccc(C(C)=O)c2)c1 | 28 | 5 | 2 | -15 | -3 | 3 | -3 | 0.0 | -12
COc1cc(C)c(NC(=S)Nc2ccc(C)c(Cl)c2)cc1OC | 1 | 10 | -7 | -7 | 8 | 1 | -21 | -0.3 | -2[fluorescence artefact?]
Cn1c(SCC(=O)N2CCCC2)nc2cccnc21 | 14 | 19 | -6 | -5 | 1 | 1 | -13 | -0.1 | 16
CCCN1CCCc2cc(CN(CCCN3CCOCC3)C(=O)Nc3ccc(OCC)cc3)ccc21 | -17 | -3 | -8 | 0 | -4 | -5 | -1 | 0.1 | 11
COC(=O)c1ccc(-c2ccc(C(c3c(C)[nH][nH]c3=O)c3c(C)[nH][nH]c3=O)o2)cc1 | -11 | 27 | 11 | -11 | nt | 8 | -14 | -0.7 | 3
NC(=O)CC(NC(=O)Cc1ccc(Cl)cc1)c1ccc(NCCc2ccccc2F)c([N+](=O)[O-])c1 (centres undefined) | -9 | 33 | -33 | -7 | -8 | 0 | 15 | 1.1 | -2
N#Cc1c2n(c3c(=O)n(Cc4ccc(Cl)cc4)cnc13)CCCCC2 | 2 | 0 | -7 | 8 | 2 | 1 | 3 | -0.2 | 5
CCc1cccc(NC(=S)N2CCC(c3ccccc3)C2)c1 (centres undefined) | -1 | 10 | -4 | nt | 1 | -2 | nt | -0.5 | 1
Cc1cc(-c2nc(C)c(C(=O)NNS(=O)(=O)c3ccccc3)s2)no1 | -10 | 6 | -12 | -10 | 3 | -2 | -7 | 0.5 | -9

Structures shown so far with a Cl atom, in the order listed:
SMILES | TbHK1 inh | Hck Nef HTS | EBV gp42 inh | NCF1 inh | Runt-CBFb FRET | Runt-SMMHC FRET | Mdm2 ligase inh | L929 necroptosis | 14-3-3 Bad inh
Cc1ccc(C)c(NS(=O)(=O)c2cc(C(=O)N3CCCC3)ccc2Cl)c1 | -8 | 6 | 2 | -6 | 0 | -1 | -10 | -0.9 | -4
O=C(Nc1cccc(S(=O)(=O)N2CCOCC2)c1)C1CCCN(C(=O)c2ccc(Cl)cc2)C1 (centres undefined) | -14 | 13 | -23 | -11 | -1 | 3 | nt | -0.2 | -2
Cc1ccc(N2C(=O)CC(N3CCc4ccccc43)C2=O)cc1Cl (centres undefined) | 2 | -9 | -6 | -7 | 0 | -4 | 1 | 1.7 | -3
CCOC(=O)C1CCCN(Cc2nc(Cc3ccccc3Cl)no2)C1 (centres undefined) | -6 | 0 | 3 | 1 | 0 | 1 | 0 | 0.4 | -11
Cc1ccc(NC(=O)C(c2ccccc2)N(C)C)cc1Cl (centres undefined) | 1 | 24 | -15 | -9 | -2 | 1 | -13 | 5.4 | -8
COc1cc(C)c(NC(=S)Nc2ccc(C)c(Cl)c2)cc1OC | 1 | 10 | -7 | -7 | 8 | 1 | -21 | -0.3 | -2[fluorescence artefact?]
NC(=O)CC(NC(=O)Cc1ccc(Cl)cc1)c1ccc(NCCc2ccccc2F)c([N+](=O)[O-])c1 (centres undefined) | -9 | 33 | -33 | -7 | -8 | 0 | 15 | 1.1 | -2
N#Cc1c2n(c3c(=O)n(Cc4ccc(Cl)cc4)cnc13)CCCCC2 | 2 | 0 | -7 | 8 | 2 | 1 | 3 | -0.2 | 5

Screening data as filed in PubChem.
